Cdc42 wt: changes GTP binding to wildtype human Cdc42; P60953; GST-Cdc42 beads, Bodipy-GTP binding, flow cytometry; actives lie on both sides; percent activity (GTP binding), % at 10 µM; 0.2% of 190,000 active; AID 761;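 active = percent activity GTP binding at least 20 points away from the 100% baseline, either down as inhibitor or up as activator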;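 note: median bead fluorescence of bound Bodipy-FL-GTP at 100 nM; 0% = excess unlabeled GTP control and 100% = no compound control; below 100% means less GTP binding so inhibitor and above means activator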
Target sequence (P60953 whole entry, looked up): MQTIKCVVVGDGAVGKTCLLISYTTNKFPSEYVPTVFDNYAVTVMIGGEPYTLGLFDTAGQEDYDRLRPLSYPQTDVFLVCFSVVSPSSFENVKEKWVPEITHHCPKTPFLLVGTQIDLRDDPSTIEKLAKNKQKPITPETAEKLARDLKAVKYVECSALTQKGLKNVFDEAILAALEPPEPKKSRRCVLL
Mcl-1 Bim block: human Bim-Mcl-1 interaction inhibition. Q07820. Bead-based flow cytometry, Bim peptide-Mcl-1 binding. inhibition, % at 10 µM. 0.1% of 190,000 active. AID 1009; in the data active = inhibition above about 40%;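 note: 0% = no compound tracer wells and 100% = peptide blocker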
Target sequence (Q07820 whole entry, looked up): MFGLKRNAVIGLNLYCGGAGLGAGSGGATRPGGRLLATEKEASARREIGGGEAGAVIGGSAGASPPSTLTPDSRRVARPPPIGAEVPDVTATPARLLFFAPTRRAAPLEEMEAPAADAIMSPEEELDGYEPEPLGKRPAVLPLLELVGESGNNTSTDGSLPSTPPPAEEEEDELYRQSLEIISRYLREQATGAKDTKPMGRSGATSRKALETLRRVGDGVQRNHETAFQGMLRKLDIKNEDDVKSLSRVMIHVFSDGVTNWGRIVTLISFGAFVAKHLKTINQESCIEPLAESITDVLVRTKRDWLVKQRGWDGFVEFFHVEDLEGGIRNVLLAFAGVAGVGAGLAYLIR
Pf gametocyte: P. falciparum stage V gametocyte viability inhibition. P. falciparum stage V gametocytes, ATP luminescence, 24 h. inhibition, % at 10.9 µM. 0.065% of 150,000 active;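 active = inhibition above the mean plus 3 SD of compounds within the control limits, set per campaign, cut at about 38% in these data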;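 note: 0% = DMSO wells and 100% = medium only without gametocytes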
Rac1 wt GTP bind: human Rac1 wildtype GTP binding, inhibitors and activators | GTP binding activity (% of control), % at 10 µM | GST-Rac1 beads, fluorescent GTP binding, flow cytometry; actives lie on both sides; 0 = cold GTP competed, 100 = untreated | AID 757 | P63000 | 0.27% of 190,000 active;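 active = GTP binding activity at least 20 points away from the 100% control level, either lower or higher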
Rab2A wt mod: changes GTP binding to wildtype dog Rab2A, up or down. GST-Rab2 wt beads, Bodipy-GTP binding, flow cytometry. GTP binding activity, % at 10 µM. 0.19% of 190,000 active. AID 760;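 active = GTP binding activity at least 20 points away from 100%, either lowered or raised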;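 note: 0% = beads with excess unlabeled GTP and 100% = no-compound control corrected for plate trend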
Rac1 act GTP bind: human Rac1 activated mutant GTP binding change. GST-Rac1 activated beads, fluorescent GTP binding, flow cytometry; actives lie on both sides; 100% means binding = to untreated wells. percent activity (GTP binding), % at 10 µM. 0.11% of 190,000 active;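 active = GTP binding at least 20 percentage points away from the 100% baseline, in either direction, so actives lie on both sides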
Mcl1 Noxa PPI: disrupts binding of human Mcl-1 to Noxa peptide | TR-FRET Mcl-1/Noxa peptide binding, 2 h | AID 1022 | 1.5% of 220,000 active | inhibition, % at 21.7 µM | Q07820;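 active = compounds that cut the protein-peptide binding signal by more than 50% relative to plate controls in a single-dose test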;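 note: His-tagged Mcl-1 with rhodamine Noxa BH3 peptide and terbium anti-His antibody; 0% = Mcl-1 plus Noxa peptide wells and 100% = peptide-only wells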
HRas wt GTP bind: modulators of GTP binding to human HRas wildtype; GTP binding activity, % at 10 µM; GST-Ras wt beads, Bodipy-FL-GTP binding, flow cytometry; actives lie on both sides; 0.14% of 190,000 active; AID 759;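 active = GTP binding activity at least 20% away from the 100% baseline, either lowered as inhibitor or raised as activator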;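 note: 0% = unlabeled GTP competition control and 100% = no-compound control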
Target sequence (P01112 whole entry, looked up): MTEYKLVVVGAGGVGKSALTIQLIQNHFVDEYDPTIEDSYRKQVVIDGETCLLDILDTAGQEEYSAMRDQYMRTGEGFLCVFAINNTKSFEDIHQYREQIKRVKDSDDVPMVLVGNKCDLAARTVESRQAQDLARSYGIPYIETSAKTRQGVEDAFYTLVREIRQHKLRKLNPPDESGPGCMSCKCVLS
Mcl1 Bid PPI: disrupts binding of human Mcl-1 to Bid peptide; TR-FRET Mcl-1/Bid-Dy647 peptide binding, 1536-well; inhibition, % at 21.7 µM; 0.97% of 220,000 active; AID 1021;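 active = compounds that cut the binding signal by more than half at the single screening dose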;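 note: His-tagged Mcl-1 with europium anti-His antibody binding Bid BH3 peptide; 0% = Mcl-1 plus peptide wells and 100% = peptide-only wells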
Rab7 wt modul: modulators of GTP binding to dog Rab7 wildtype GTPase; GST-Rab7 beads, fluorescent GTP binding, flow cytometry; actives lie on both sides; untreated = 100%, excess cold GTP = 0%; GTP binding activity (percent of control), % at 10 µM; 0.055% of 190,000 active;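 active = fluorescent GTP binding to Rab7 beads changed by at least 20 points from the 100% baseline, either direction, mostly lower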;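 note: median green fluorescence of bound Bodipy-FL-GTP per Rab7 bead population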
RGS8-Gao reg: modulates binding of RGS8 to human Galphao; P09471; multiplexed bead flow cytometry; actives lie on both sides; response (percent of control binding), % at 10 µM; 0.34% of 220,000 active; AID 1423; in the data active = response below about 60% or above about 140%; inactive = in between;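 note: Galphao activated as the GDP aluminium fluoride complex binding bead-coupled RGS8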
Target sequence (P09471 whole entry, looked up): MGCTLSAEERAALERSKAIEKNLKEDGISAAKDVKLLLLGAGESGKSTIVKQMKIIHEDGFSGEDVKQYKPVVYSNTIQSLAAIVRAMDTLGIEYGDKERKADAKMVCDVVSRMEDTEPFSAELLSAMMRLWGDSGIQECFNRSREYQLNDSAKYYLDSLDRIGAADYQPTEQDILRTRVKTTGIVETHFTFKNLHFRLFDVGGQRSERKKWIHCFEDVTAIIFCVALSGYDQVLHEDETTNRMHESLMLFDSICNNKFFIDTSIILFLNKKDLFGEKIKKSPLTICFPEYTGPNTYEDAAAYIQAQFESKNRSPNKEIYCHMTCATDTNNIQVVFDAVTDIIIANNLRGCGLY
An asterisk follows results filed as active; x = not tested or not shown.

| item | Molecule | Rac1 act GTP bind | HRas wt GTP bind | Pf gametocyte | Mcl1 Noxa PPI | Rab7 wt modul | Rab2A wt mod | Cdc42 wt | Mcl1 Bid PPI | RGS8-Gao reg | Mcl-1 Bim block | Rac1 wt GTP bind |
| --- | --- | --- | --- | --- | --- | --- | --- | --- | --- | --- | --- | --- |
| 1 | COC(=O)C(CCSC)NC(=O)CNS(=O)(=O)c1ccc(Br)cc1 (stereo not given) | 96 | 98 | x | 4 | 94 | 94 | 97 | -55 | 99 | -1 | 97 |
| 2 | CCOC(=O)C(=O)Nc1nc(-c2ccccc2)c(-c2ccccc2)o1 | 92 | 93 | 11 | 21 | 94 | 94 | 93 | 1 | 86 | 3 | 95 |
| 3 | CC(NCC1(N2CCOCC2)CCCCC1)C(=O)N1CCc2ccccc21 (stereo not given) | 100 | 102 | x | -11 | 100 | 103 | 106 | 45 | 106 | 1 | 108 |
| 4 | CCO/C(C)=C1\C(=O)N(CC)c2ccccc21 | 97 | 100 | -6 | 16 | 95 | 98 | 99 | -5 | 102 | 15 | 102 |
| 5 | CC(=O)C1C(c2ccco2)c2c(noc2C)CC1(C)O (stereo not given) | 92 | 94 | 14 | 0 | 95 | 92 | 90 | -14 | 98 | -2 | 94 |
| 6 | CC(C)c1ccc(NC2(C#N)C(=O)Nc3ccccc32)cc1 (stereo not given) | 100 | 101 | x | 3 | 99 | 99 | 102 | -14 | 100 | -2 | 101 |
| 7 | CC(=O)Nc1ccc(NC(=O)Cn2c(CC(=O)N3CCCC3)nc3ccccc32)cc1 | 98 | 97 | x | 26 | 95 | 98 | 96 | -2 | 106 | 0 | 98 |
| 8 | Cc1c(Cl)cccc1NC(=O)COC(=O)CCc1nc2ccccc2n1-c1ccccc1 | 100 | 97 | -16 | 15 | 94 | 95 | 102 | -201 | 98 | -5 | 103 |
| 9 | CCCCc1ccc(-c2csc(/C(C#N)=C/c3ccco3)n2)cc1 | 96 | 98 | 7 | 3 | 94 | 97 | 99 | -19 | 100 | -5 | 97 |
| 10 | Cc1ccc(-c2noc(C3CCCCC3)n2)cc1 | 100 | 99 | x | -1 | 97 | 101 | 102 | -4 | 101 | -2 | 100 |
| 11 | CC(C)c1ccc(NC(=O)NC2CC3CCC(C2)N3Cc2cccs2)cc1 (stereo not given) | 95 | 99 | -43 | 10 | 106 | 103 | 102 | -47 | 104 | 1 | 103 |
| 12 | COc1ccc(-c2[nH]c(-c3ccc(C)cc3)nc2SCC(=O)NCc2ccco2)cc1OC | 98 | 97 | x | 14 | 96 | 98 | 98 | -34 | 101 | -1 | 99 |
| 13 | COc1ccccc1NC(=O)c1ccccc1NS(=O)(=O)c1cccs1 | 91 | 96 | 8 | 10 | 93 | 92 | 90 | -6 | 102 | -2 | 96 |
| 14 | Cc1cc(CNC(=O)c2ccc(C)c([N+](=O)[O-])c2)c2ccccc2n1 | 95 | 95 | -10 | 17 | 99 | 95 | 94 | -23 | 102 | -4 | 94 |
| 15 | CC(Cc1c[nH]c2ccccc12)C(=O)O (stereo not given) | 89 | 90 | x | 57* | 92 | 90 | 91 | -72 | 104 | 2 | 92 |
| 16 | Cc1ccc(N(C(=O)Nc2ccccc2)C2=NCC(C)S2)cc1 (stereo not given) | 97 | 99 | 0 | 13 | 100 | 98 | 97 | -8 | 102 | 0 | 101 |
| 17 | CC(=O)NCCC(=O)NCc1ccc(F)cc1 | 98 | 103 | x | 1 | 107 | 103 | 104 | -22 | 106 | 0 | 104 |
| 18 | CC(=O)N1C(c2ccccc2)CC(=O)OC1c1ccc2c(c1)OCO2 (stereo not given) | 98 | 98 | 1 | 22 | 101 | 98 | 97 | -21 | 110 | -5 | 102 |
| 19 | CCC(C)(C)NC(=O)CN(CC1CCCO1)C(=O)CCC(=O)Nc1nccs1 (stereo not given) | 99 | 97 | 3 | 26 | 93 | 97 | 100 | -3 | 99 | -1 | 97 |
| 20 | Cc1cccc(NC(=O)CC2SC(=NC3CCCCC3)NC2=O)c1 (stereo not given) | 99 | 102 | -22 | 18 | 99 | 101 | 103 | -3 | 100 | -1 | 103 |
| 21 | CC(=O)NC(C)C(=O)OCC(=O)Nc1ccc(Br)cc1 (stereo not given) | 92 | 97 | -26 | 15 | 99 | 94 | 94 | -2 | 100 | 1 | 92 |
| 22 | Cc1nn2cc(-c3cccc(Cl)c3)cnc2c1Cl | 97 | 100 | -17 | 19 | 103 | 98 | 97 | -42 | 99 | 0 | 105 |
| 23 | CC(NC(=O)CCC1COc2ccccc2O1)c1ccccc1 (stereo not given) | 96 | 98 | 0 | -24 | 99 | 96 | 99 | -39 | 101 | -1 | 101 |
| 24 | O=c1c(O)c(-c2cccs2)oc2ccccc12 | 99 | 100 | 4 | -78 | 100 | 100 | 101 | -78 | 100 | -1 | 97 |
| 25 | COC(=O)c1ccc(-n2c(C)cc(C(=O)CSc3ccc(NC(C)=O)cc3)c2C)cc1 | 99 | 101 | 1 | 8 | 98 | 101 | 99 | -48 | 103 | -1 | 103 |
| 26 | CC(=O)N1CCc2cc(S(=O)(=O)CCC(=O)O)ccc21 | 102 | 101 | -2 | 13 | 98 | 101 | 103 | 1 | 102 | 3 | 104 |
| 27 | Cn1nnc(NCc2cc(Br)ccc2OCc2cccs2)n1 | 99 | 101 | x | -2 | 101 | 100 | 101 | 1 | 98 | 0 | 100 |
| 28 | CC1CCCN(S(=O)(=O)c2ccc(C(=O)Nc3nnc(-c4ccncc4)o3)cc2)C1 (stereo not given) | 95 | 94 | x | -30 | 103 | 97 | 94 | -46 | 102 | -2 | 98 |
| 29 | O=C(Nc1nnc(CCc2ccccc2)s1)C1CCCO1 (stereo not given) | 99 | 101 | x | -10 | 101 | 100 | 99 | 5 | 106 | 4 | 103 |
| 30 | COc1ccc2c(c1OC)C(=O)OC2Nc1ncccc1C (stereo not given) | 98 | 100 | 19 | 4 | 97 | 97 | 99 | -5 | 98 | -1 | 99 |
| 31 | Cc1nn(Cc2ccc(Cl)c(Cl)c2)c(C)c1NC(=O)c1cc(CC(C)C)on1 | 99 | 99 | x | -5 | 98 | 97 | 101 | -10 | 97 | 0 | 104 |
| 32 | CCN(CC)CCN1C(=O)c2oc3ccccc3c(=O)c2C1c1ccc(C)cc1 (stereo not given) | 95 | 94 | x | -4 | 94 | 94 | 93 | -34 | 113 | -3 | 92 |
| 33 | Cc1cccc(NC(=O)Cn2c(=O)n(Cc3ccccc3)c(=O)c3c(C)c(C)sc32)c1 | 98 | 99 | -27 | 8 | 95 | 99 | 102 | -10 | 91 | -3 | 103 |
| 34 | COc1cc(NC2=CC(=O)CC(C)(C)C2)cc(OC)c1 | 95 | 96 | -19 | -24 | 101 | 95 | 99 | -32 | 98 | 26 | 100 |
| 35 | O=C(CNC(=O)c1ccc(Cl)cc1Cl)NCCCn1ccnc1 | 100 | 98 | x | 2 | 101 | 97 | 102 | -50 | 101 | -2 | 101 |
| 36 | CN(C)CCCOc1ccc(Cl)cc1Br | 99 | 100 | -16 | 30 | 96 | 99 | 100 | 53* | 111 | -4 | 103 |
| 37 | CCOC(=O)c1c(/N=C/c2cc(C)ccc2O)sc2c1CCN(C)C2 | 97 | 98 | x | 8 | 97 | 97 | 99 | -27 | 98 | -2 | 100 |
| 38 | CSC1=NSC2=NC(=O)/C(=C\c3cccs3)C(=N)N12 | 96 | 97 | -10 | 26 | 98 | 94 | 94 | 7 | 134 | -5 | 99 |
| 39 | Cc1cc(-c2nnc(SCC(=O)Nc3ccccn3)o2)no1 | 100 | 103 | 3 | -27 | 101 | 103 | 102 | -55 | 106 | 0 | 106 |
| 40 | Cc1ccsc1C1C2=C(CCCC2=O)Nc2ncnn21 (stereo not given) | 99 | 103 | 16 | 10 | 101 | 102 | 104 | -29 | 102 | 0 | 108 |
| 41 | COc1ccc(C(=O)Nc2ccc3c4c(cccc24)CC3)cc1 | 102 | 104 | x | -1 | 98 | 101 | 105 | 4 | 100 | 0 | 103 |
| 42 | Cc1c(N)cc[n+](CC(=O)c2ccccc2)c1C | 99 | 100 | 2 | 3 | 97 | 101 | 98 | -15 | 103 | -3 | 106 |
| 43 | COc1ccc(CCNC(=O)c2cnccn2)cc1 | 100 | 101 | x | 21 | 100 | 102 | 103 | -29 | 100 | -1 | 103 |
| 44 | O=C(O)CP(=O)(c1ccccc1)c1ccccc1 | 97 | 99 | x | 13 | 100 | 101 | 101 | 23 | 100 | -7 | 98 |
| 45 | Cc1ccc(NC2(C(F)(F)F)N=C(c3ccccc3)NC2=O)nc1 (stereo not given) | 98 | 100 | 14 | 11 | 94 | 99 | 97 | -23 | 94 | 2 | 101 |
| 46 | O=C(Nc1nnc(-c2ccco2)o1)c1cccc2ccccc12 | 96 | 100 | -29 | -30 | 99 | 99 | 101 | -42 | 100 | -1 | 102 |
| 47 | CCOc1ccccc1C1N=C(c2ccc(OC)cc2)CC(c2ccccc2O)N1 (stereo not given) | 94 | 95 | x | 18 | 97 | 95 | 96 | -9 | 105 | -1 | 97 |
| 48 | c1ccc(-n2nnnc2Oc2cccc3cccnc23)cc1 | 101 | 103 | x | -85 | 104 | 104 | 103 | -42 | 102 | -5 | 106 |
| 49 | Cc1ccc(Cl)cc1NC(=O)C[n+]1ccc(Cc2ccc([N+](=O)[O-])cc2)cc1 | 96 | 95 | x | 28 | 95 | 94 | 95 | -1 | 104 | 0 | 101 |
| 50 | O=C(Cn1cccc1C(=O)c1ccccc1)NCc1ccc(Cl)cc1 | 95 | 101 | 7 | -1 | 104 | 102 | 101 | -19 | 100 | 2 | 100 |
| 51 | COCCNC(=O)CCCCCn1c(=S)[nH]c2ccccc2c1=O | 98 | 98 | -15 | 18 | 91 | 95 | 98 | -70 | 105 | 1 | 99 |
| 52 | Cc1ccc(S(=O)(=O)c2ccc(NN)cc2)cc1 | 96 | 94 | -4 | 3 | 96 | 96 | 95 | -30 | 106 | -3 | 103 |
| 53 | Cc1cc(OCC(=O)N[C@@H](Cc2ccccc2)c2nc3ccccc3[nH]2)ccc1Cl | 96 | 96 | -8 | 19 | 101 | 95 | 93 | -4 | 105 | 0 | 97 |
| 54 | Cc1oc(C)c(C(=O)NCCCC(=O)O)c1C(=O)NCCCC(=O)O | 100 | 102 | x | 6 | 101 | 100 | 102 | -18 | 105 | -1 | 100 |
| 55 | CCN(Cc1ccccc1)S(=O)(=O)c1cc(C(=O)c2c(N)n(C)c(=O)n(C)c2=O)ccc1OC | 95 | 95 | 6 | 17 | 105 | 99 | 94 | 2 | 105 | -2 | 100 |
| 56 | COc1ccc(CC(=O)OCc2cc3cccc(C)c3[nH]c2=O)cc1 | 95 | 96 | x | 0 | 97 | 94 | 94 | -21 | 100 | 2 | 98 |
| 57 | Cc1ccc(-n2nnnc2SCCNS(=O)(=O)c2ccccc2)cc1C | 100 | 102 | x | 0 | 100 | 102 | 102 | 0 | 101 | 3 | 99 |
| 58 | CCOC(=O)c1nn(-c2ccccc2)c(=O)cc1SC(C)CC (stereo not given) | 102 | 104 | -2 | -10 | 104 | 103 | 104 | -2 | 101 | -4 | 109 |

Bioassay records as filed in PubChem BioAssay.

This is a random part of the collection; overall some 2.9% were active at least once.
